RSV antiviral HEp-2: RSV antiviral activity via CPE protection, HEp-2 cells, primary 10 µM value included (AID 2391) | HEp-2 cells, RSV-induced CPE inhibition; higher % means a stronger effect | one-dose CPE inhibition, % at 10 µM; IC50 in µM for titrated hits | hit rate 0.13% among 310,000; in the data active = a potency from the dose series; inconclusive = CPE inhibition mostly from about 23% at the one dose, without a potency; inactive = the rest, 99 in 100 with CPE inhibition below about 21%; note: strong numbers were not always called active
K1F lysis inhibition: protection from phage-mediated lysis, alamar blue read-out – E. coli UTI89, K1F phage, bacterial capsule biogenesis inhibitors (AID 488966); hit rate 0.02% among 340,000; inhibition, % at 100 µM; hits with a dose series show IC50 in µM; E. coli UTI89 K1F phage lysis, alamar blue, 2 h; higher % means a stronger effect;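 active = phage lysis inhibition, versus mean bacterial control, above a set limit; inconclusive = no clear call, values can overlap the other calls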;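 note: capsule biogenesis inhibitors block K1F phage lysis so surviving cells raise fluorescence; higher fluorescence means more inhibition of phage lysis; actives were called in the ten point dose series up to 300 µM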
West Nile virus CPE: inhibition of WNV-induced cytopathic effect – cell-based, CPE readout (AID 1621). CPE inhibition, % at 10 µM, or IC50 in µM where a hit was titrated. hit rate 0.02% among 290,000. West Nile virus-infected cells, CPE inhibition; higher % means a stronger effect; in the data active = a potency from the dose series; inconclusive = CPE inhibition mostly from about 3.7% at the one dose, without a potency; inactive = the rest, 99 in 100 with CPE inhibition below about 2.2%; note: strong numbers were not always called active
WT yeast gro inh: growth inhibition of WT yeast, mitochondrial fusion screen | inhibition, % at 10 µM | mitochondrial fusion phenotypic screen, WT strain | hit rate 2.1% among 190,000 | AID 1362; in the data active = inhibition above about 58%; tested in S. cerevisiae
CSM14.1 death rescue: protection against thapsigargin-triggered cell killing – 384-well, CSM14.1, ATP luminescence, primary screen (AID 1222) | CSM14.1 thapsigargin-induced death rescue, ATP luminescence; higher % means a stronger effect | 190,000 tested, under 10 active | cellular ATP content (survival), % at 20 µM; hits with a dose series show EC50 in µM;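 active = EC50 below 50 µM in the dose-response confirmation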;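 note: death triggered by thapsigargin at about 15 µM added after 2 h compound pretreatment; cell ATP read after overnight thapsigargin exposure of roughly 18 to 22 hours; normalized against plate controls of thapsigargin alone and 5% DMSO vehicle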
Yfh1-off respiration: mitochondrial function rescue without frataxin homolog – Friedreich's ataxia, plus single-dose screen, dose response (AID 1465) | S. cerevisiae Yfh1-off respiration, WST-1 reduction, 72 h; higher fold induction means a stronger effect | one-dose fold induction at 50 µM; EC50 in µM for titrated hits | hit rate 0.074% among 220,000;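 active = fold induction of absorbance versus untreated yeast above a set limit, then at least 30% activation at any dose in follow-up; inconclusive = repeats straddling the limit, or above it without dose testing; inactive = fold induction below the set limit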;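 note: activators that raise dye reduction in frataxin-depleted yeast; strong numbers were not always called active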
XIAP displacement: XIAP antagonists, biochemical, IAP family, fluorescence polarization (AID 1018) | hit rate 0.007% among 200,000 | XIAP BIR domain, fluorescence polarization peptide displacement; higher % means a stronger effect | displacement, % at 20 µM; hits with a dose series show IC50 in µM; in the data active = displacement above about 50%; note: a part of the inactive calls stands beside numbers as strong as those of hits
NS5 inhibitors: flavivirus cap methylation enzyme inhibition – biochemical, confirmation dose response, primary screen (AID 588689); hit rate 0.3% among 340,000; Dengue-2 NS5 methyltransferase capping enzyme assay, biochemical; higher % means a stronger effect; inhibition, % at 25 µM, or IC50 in µM where a hit was titrated; in the data active = a potency from the dose series; inconclusive = inhibition above about 29% without an active follow-up result
SV40 large T antigen: SV40 large T antigen inhibitors, biochemical (AID 1903); SV40 large T antigen ATPase/helicase inhibition assay; higher % means a stronger effect; inhibition, % at 20 µM, or IC50 in µM where a hit was titrated; hit rate 0.39% among 310,000; in the data active = a potency from the dose series; inconclusive = inhibition mostly from about 32% at the one dose, without a potency; inactive = the rest, 99 in 100 with inhibition below about 32%; note: strong numbers were not always called active
WT yeast gro inh mutant strain: second read-out of WT yeast gro inh, no call of its own (marks repeat the call); inhibition, %; mitochondrial fusion phenotypic screen, mutant strain inhibition
* = called active by the depositor; i = inactive; ? = inconclusive; . = not tested or not shown; & = joins results of further samples; [ ] = dose if it differs, or a comment. Outcome played no part in choosing rows; overall some 2.2% were active at least once.

SMILES	RSV antiviral HEp-2	K1F lysis inhibition	West Nile virus CPE	WT yeast gro inh	WT yeast gro inh mutant strain	CSM14.1 death rescue	Yfh1-off respiration	XIAP displacement	NS5 inhibitors	SV40 large T antigen
CC1(C)CC(=O)C2=C(C1)Nc1cc3c(cc1C2c1ccc2c(c1)OCO2)OCO3 (stereo unspecified)	1.9%	11%	0.0%	-3	-13	0.5%	i	3.8%	5%	-2%
O=C(O)c1ccc2c(c1)nnn2C1CCCCC1	0.0%	0.4%	0.7%	0	-7	0.7%	i	-6.8%	1%	13%
COC(=O)CSc1nc(NC#N)nc(NC(C)(C)C)n1	0.3%	0.1%	0.1%	.	.	.	i	.	5%	.
Oc1ccc(N=Cc2c(O)ccc3ccccc23)cc1	2.9%	1.5%	0.3%	.	.	.	i	.	-67%	?
CCN1CCCC1CNC(=O)c1ccc2c(c1)NC(=O)/C(=C\c1ccc(OC)c(OC)c1)S2 (stereo unspecified)	0.4%	0.1%	-1.2%	.	.	.	.	.	-4%	6%
O=C(CSc1n[nH]c(-c2cccs2)n1)N1CCCc2ccccc21	.	4.6%	-0.2%	5	-8	3.1%	i	-3.0%	2%	19%
CCc1ccc(-n2c(SCC(=O)Nc3cc(C)[nH]n3)nc3[nH]ncc3c2=O)cc1	3.6%	2.0%	0.8%	8	-3	-0.2%	i	-1.2%	-4%	-6%
CCOc1ccc(/C=N/OCC(=O)Nc2cc(S(=O)(=O)N3CCOCC3)ccc2OC)cc1	1.5%	0.2%	.	.	.	.	.	.	-16%	2%
CN(C(=O)COC(=O)c1cc2c(s1)CCCCC2)C1CCS(=O)(=O)C1 (stereo unspecified)	1.5%	0.2%	-0.7%	.	.	.	.	.	1%	22%
Cc1ccc(S(=O)(=O)NCC(=O)N(CC2CCCO2)C(C(=O)NC2CCCC2)C(C)C)cc1 (stereo unspecified)	0.8%	0.2%	-0.6%	.	.	.	.	.	0%	2%
COc1ccc(CC(=O)OCN2C(=O)c3ccccc3C2=O)cc1	1.8%	0.1%	0.3%	3	8	-1.5%	i	-1.5%	-8%	15%
COC(=O)/C=C/c1sc2nc(C)cc(C)c2c1N=CN(C)C	.	.	-0.1%	-5	1	-1.0%	i	-7.4%	.	8%
CC(C)(C)C1CCC(C(=O)Nc2cccnc2)CC1 (stereo unspecified)	15%	0.1%	-0.3%	15	20	0.7%	i	1.4%	1%	7%
O=C(CSc1ccc(Cl)cc1)Nc1ccccc1N1CCN(C(=O)c2ccccc2)CC1	2.4%	-0.8%	0.0%	7	3	0.1%	i	-5.2%	5%	2%
O=C(Cc1ccc(Cl)cc1)Nc1ccc(NC(=O)c2ccccc2)cc1	1.9%	0.9%[50 µM]	-0.6%	19	0	-0.1%	i	-15%	-5%	9%
CN1CCN(C2=Nc3ccccc3Oc3ccc(Cl)cc32)CC1	-2.5%	11%	0.1%	11&2	-1&10	-0.1%&-1.7%	i	-6.8%&2.1%	-4%	10%&8%&3%
CCc1nnc(NC(=O)CCC(=O)NCc2ccc(OC)cc2)s1	0.6%	0.8%	0.0%	.	.	.	i	.	10%	5%
CCCCc1ccc(-n2c(Cc3cccs3)n[nH]c2=S)cc1	13%	-0.5%	-1.4%	74*	53*	-0.4%	i	-2.7%	-8%	13%
Cc1cc(C)cc(NC(=O)NN2C(C)CCCC2C)c1 (stereo unspecified)	6.4%	0.4%	-0.5%	14	14	-1.2%	i	-7.6%	-4%	6%
CC(=O)N1CCc2cc(S(=O)(=O)CCC(=O)NCc3ccc(Cl)cc3)ccc21	3.3%	0.5%	-0.3%	.	.	.	.	.	6%	5%
COC(=O)c1ccc(CSc2nnc(CNC(=O)COc3ccc(Cl)cc3)o2)o1	3.6%	2.0%	-0.2%	4	5	3.1%	i	-2.5%	-5%	16%
CC(C)[C@H](NC(=O)NC1CCN(Cc2ccccc2)CC1)C(=O)O	-0.6%	-0.4%[50 µM]	-0.1%	.	.	.	i	.	-11%	14%
C=CCn1c(=O)c2ccccc2n2c(SCC(=O)c3ccccc3)nnc12	0.6%	14%	0.1%	-44	-21	.	i	-3.1%	-4%	5%
COc1cc(/C=N/NC(=O)c2nnn(-c3nonc3N)c2C(C)C)ccc1OCc1ccccc1	47%	0.5%	2.0%	.	.	.	.	.	-1%	3%
Cc1nn(C)c(C)c1/C=C(/C(=O)C(C)(C)C)n1cncn1	1.3%	0.2%	1.0%	.	.	.	i	.	-9%	12%
O=C(Nc1cccc(C(=O)O)c1)/C(=C\c1ccc2c(c1)OCO2)NC(=O)c1ccccc1Cl	0.5%	0.0%[50 µM]	0.7%	.	.	.	.	.	1%	1%
CNC(=S)N1CCN(S(=O)(=O)c2ccc3ccccc3c2)CC1	14%	-1.0%	0.0%	.	.	.	.	.	-4%	3%
CCS(=O)(=O)c1ccc(O)c(NC(=O)COc2ccc(Cl)cc2)c1	1.6%	0.4%	0.6%	-4	1	-1.1%	i	-4.1%	-3%	5%
CCc1ccc(C2CC(=O)N3CN(c4ccccc4)CSC3=C2C#N)cc1 (stereo unspecified)	1.8%	-1.1%	0.1%	3	-2	-1.8%	i	-4.8%	-2%	70µM*
CN1C(=O)NC(NS(=O)(=O)c2ccc(N)cc2)(C(F)(F)F)C1=O (stereo unspecified)	-0.9%	-2.3%	2.0%	-13	-3	.	i	-1.4%	-2%	13%
CCOC(=O)CSc1nc2ccccc2c(=O)n1CC1CCC(C(=O)NCc2ccco2)CC1 (stereo unspecified)	0.7%	0.3%	0.0%	27	15	-0.1%	i	-4.4%	-8%	-1%
CS(=O)(=O)c1ccccc1-c1nnc(-c2ccc(Cl)cc2)o1	-0.8%	-0.5%	0.1%	-9	-14	-0.6%	i	-3.0%	1%	28%
CCCc1cc(=O)oc2cc(C)cc(OCC(=O)Nc3ccccn3)c12	0.9%	0.0%	0.1%	.	.	.	.	.	-2%	15%
CC(OC(=O)c1cc[n+]([O-])cc1)C(=O)Nc1ccc(Cl)cn1 (stereo unspecified)	5.0%	-0.1%	-0.1%	-1	-2	-1.9%	i	-1.6%	-1%	0%
COC(=O)c1ccc(/C=C/C(=O)O)cc1	1.6%	0.7%[50 µM]	0.5%	.	.	.	i	.	-13%	1%
Cc1cc(C(F)(F)F)n(-c2nc(C(=O)Nc3ccccc3Oc3ccccc3)cs2)n1	.	.	-0.6%	14	-2	0.1%	i	0.0%	.	16%
Cc1ccc2cc3c(NC(=O)c4cccnc4)nn(C)c3nc2c1	5.5%	0.7%	0.4%	-1	-18	-0.9%	i	.	-6%	-3%
CCC(C(=O)NCc1cccnc1)n1nc(C)c2sc3ccccc3c2c1=O (stereo unspecified)	.	-0.2%	-0.2%	.	.	.	.	.	-8%	5%
Cc1nn(CC(=O)N2CCN(c3ccccc3)CC2)c(=O)c2ccccc12	3.3%	-0.1%	0.0%	.	.	.	.	.	-6%	6%
OC(COc1ccc(Br)cc1)CN1CCN(c2ccccc2)CC1 (stereo unspecified)	0.4%	0.4%	-0.9%	.	.	.	.	.	-1%	8%
CC(=O)c1ccc(N2CCN(C(=O)c3ccc(Br)cc3)CC2)c(F)c1	7.6%	0.6%	0.2%	56	32	0.6%	i	-2.1%	-10%	10%
CC1(C)N=C(c2ccc(Cl)cc2)C(=O)N1	0.5%	5.8%	0.5%	15	16	-0.1%	i	-1.5%	-4%	10%
Cc1ccc(S(=O)(=O)Cn2nnnc2C(CC(C)C)N2CCN(C3CCCC3)CC2)cc1 (stereo unspecified)	-0.4%	0.0%	-0.3%	.	.	.	.	.	2%	6%
Cc1ccc(C)c2[nH]c(=O)c(CCNC(=O)CC(C)C)cc12	2.4%	0.1%	-0.4%	-12	-7	-4.6%	i	0.6%	-3%	1%
CC(C(=O)O/N=C(\N)c1ccccn1)c1ccc([N+](=O)[O-])cc1 (stereo unspecified)	-0.1%	1.7%[50 µM]	-0.5%	.	.	.	.	.	-3%	17%
O=c1oc2ccc(NS(=O)(=O)c3cccc4cccnc34)cc2s1	3.4%	0.2%	-0.6%	.	.	.	.	.	24%	26%
O=c1cc(N2CCc3ccccc3C2)[nH]c(=O)n1-c1ccc(Br)cc1	1.8%	-1.8%	-0.2%	8	11	-1.1%	i	0.3%	-2%	9%
CC(=O)c1sc(NC(=O)C2=NN(c3ccccc3)C(=O)CC2)nc1C	1.8%	0.3%	0.0%	0	7	0.6%	i	-3.9%	-9%	19%
CN(CC(=O)Nc1ccccc1Cl)C(=O)C1CCN(S(=O)(=O)c2ccc3c(c2)OCCO3)CC1	-1.7%	0.8%[50 µM]	.	.	.	.	.	.	-6%	13%
Cc1cccc(C(=O)N2CCN(C(=O)c3cccc(C)c3)C(C)C2)c1 (stereo unspecified)	2.3%	2.7%	-0.2%	7	-6	.	i	-1.4%	2%	2%

The list goes on.
SMILES	RSV antiviral HEp-2	K1F lysis inhibition	West Nile virus CPE	WT yeast gro inh	WT yeast gro inh mutant strain	CSM14.1 death rescue	Yfh1-off respiration	XIAP displacement	NS5 inhibitors	SV40 large T antigen
CCc1n(CC(O)COCc2ccccc2)c2ccccc2[n+]1C (stereo unspecified)	3.0%	-0.1%	0.4%	-19	6	-0.4%	i	-5.2%	34%	17%
NC(=O)C(c1ccccc1)C1CCCCC1 (stereo unspecified)	0.5%	5.5%	-0.5%	3	-29	-0.4%	i	-1.1%	5%	-4%
CN(C)N1C(N)=C(C#N)C(c2ccc3c(c2)OCO3)C2=C1CCCC2=O (stereo unspecified)	0.5%	-0.1%	-0.5%	.	.	.	.	.	-2%	8%
COc1ccccc1CNC(=O)CN(C)S(=O)(=O)c1ccc(F)cc1	1.3%	0.1%	0.1%	.	.	.	.	.	-5%	6%
N#CC1=C(N)Oc2n[nH]c(-c3ccc(F)cc3)c2C1c1cccc(OC(=O)N2CCOCC2)c1 (stereo unspecified)	0.9%	1.6%	-0.6%	10	10	-0.1%	i	-1.3%	2%	19%
Clc1ccc(COc2ccccc2-c2ccnc3ncnn23)cc1	0.5%	-0.6%	-0.9%	-11	-20	-0.7%	i	-9.1%	-11%	-3%
CCC(C)[C@H]1CNCCN1CCc1cccc(F)c1 (stereo partly specified)	-2.4%	3.0%	.	.	.	.	.	.	10%	3%
NC(=O)C1CCN(c2ccc(S(=O)(=O)N3CCC(Cc4ccccc4)CC3)cn2)CC1	2.5%	0.4%	-0.5%	-1	20	-1.0%	i	1.5%	-5%	-6%
O=C(c1cnn(C(=O)COc2ccccc2F)c1)c1cc(F)ccc1O	6.4%	0.2%	?	.	.	.	i	.	-3%	15%
